High-throughput results (PubChem)
TPT1 inh: C. albicans TPT1 enzyme inhibition | inhibition, % at 5 µM | recombinant caTPT1, FP RNA substrate dephosphorylation | 300,000 tested, 0.81% active | AID 1962;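 active = inhibition above the mean of all tested compounds plus 3 SD, set per screening campaign, cut at about 24% in these data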;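 note: plate controls were DMSO alone for no effect and ferristatin control at 100 nM for full effect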
GASC-1 inh: inhibitors of human GASC-1 (JMJD2C) demethylase. inhibition, % at 2.35 µM. GST-JMJD2C(1-420) H3K9me3 demethylation, DELFIA europium. 330,000 tested, 0.069% active. AID 2099;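 active = more than half of a compound's replicate wells show inhibition beyond 50%, single wells judged on their own value; inconclusive = some, but no more than half, of replicates pass 50% inhibition; inactive = no replicate passes 50% inhibition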;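 note: signal counts dimethyl H3K9 product captured on neutravidin plate; 0% = median of DMSO wells and 100% = 0.3 times that DMSO median; strong numbers were not always called active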
PP5 inh: inhibitors of human protein phosphatase 5 (PP5). P53041. 320,000 tested, 0.18% active. inhibition, % at 6.7 µM. purified PP5c, OMFP substrate fluorescence;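 active = inhibition above the campaign's mean inhibition across all tested compounds plus 3 SD, cut at about 9.5% in these data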;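 note: 0% = DMSO only and 100% = 100 µM cantharidin control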
Efflux pump mplx: inhibitors of Candida antifungal efflux pumps expressed in yeast; inhibition, % at 10 µM; S. cerevisiae Candida pump triplex, Nile Red efflux; AID 485275; 330,000 tested, 0.44% active;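 active = plate passing quality check with inhibition over a set limit, or well fluorescence over plate mean plus 4 SD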;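 note: Nile Red retained in pooled yeast measured as flow cytometry median fluorescence; 0% = buffer negative control and 100% = Enniatin B positive control; higher means more Nile Red kept so more efflux inhibition; some compounds called inactive have numbers as strong as hits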
LYPLA2 inh: blocks human lysophospholipase 2, a PME1 counter-screen. inhibition, % at 5.9 µM. O95372. recombinant LYPLA2, FP-Rh probe fluorescence polarization. 320,000 tested, 0.38% active;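 active = inhibition above the screen-wide mean plus 3 SD, limit set per campaign, cut at about 26% in these data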;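 note: 0% = LYPLA2 with DMSO and 100% = wells lacking LYPLA2 enzyme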
Target sequence (O95372 whole entry, looked up): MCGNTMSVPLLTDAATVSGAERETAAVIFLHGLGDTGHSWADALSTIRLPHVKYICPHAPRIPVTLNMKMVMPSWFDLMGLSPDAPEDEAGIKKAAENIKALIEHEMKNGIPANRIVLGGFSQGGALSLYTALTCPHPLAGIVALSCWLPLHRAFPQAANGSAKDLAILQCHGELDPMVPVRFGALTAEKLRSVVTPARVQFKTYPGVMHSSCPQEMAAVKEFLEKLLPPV
PREPL inhibitor: inhibitors of human prolyl oligopeptidase-like enzyme PREPL. Q4J6C6. recombinant PREPL, fluorescence polarization activity-based probe. inhibition, % at 5.96 µM. 320,000 tested, 0.68% active. AID 2751; in the data active = inhibition above about 43%;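 note: 0% = enzyme with DMSO and 100% = wells lacking enzyme; many of its hits are not listed in these tables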
Target sequence (Q4J6C6 whole entry, looked up): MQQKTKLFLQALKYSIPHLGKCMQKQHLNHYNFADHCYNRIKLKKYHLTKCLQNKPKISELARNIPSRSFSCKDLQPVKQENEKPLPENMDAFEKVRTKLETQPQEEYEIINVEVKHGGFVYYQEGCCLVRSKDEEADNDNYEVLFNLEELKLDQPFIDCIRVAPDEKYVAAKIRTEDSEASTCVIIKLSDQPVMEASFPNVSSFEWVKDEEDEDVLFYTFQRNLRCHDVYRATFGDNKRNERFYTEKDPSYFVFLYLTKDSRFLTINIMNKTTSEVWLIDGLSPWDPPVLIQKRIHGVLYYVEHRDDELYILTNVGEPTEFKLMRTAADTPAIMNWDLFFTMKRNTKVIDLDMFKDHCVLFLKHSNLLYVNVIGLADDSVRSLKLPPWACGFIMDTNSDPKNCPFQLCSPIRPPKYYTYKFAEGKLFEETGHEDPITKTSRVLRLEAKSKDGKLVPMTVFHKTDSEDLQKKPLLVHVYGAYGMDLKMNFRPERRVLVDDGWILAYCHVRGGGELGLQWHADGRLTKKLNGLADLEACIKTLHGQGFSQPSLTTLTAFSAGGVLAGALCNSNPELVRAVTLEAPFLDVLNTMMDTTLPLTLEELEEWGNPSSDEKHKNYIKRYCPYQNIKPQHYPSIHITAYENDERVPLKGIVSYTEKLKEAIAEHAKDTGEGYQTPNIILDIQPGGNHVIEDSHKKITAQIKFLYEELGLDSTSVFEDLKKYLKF
CTSL1 counter: blocks F. hepatica cathepsin L1 in PFM18AAP counter-screen | inhibition, % at 5.96 µM | 300,000 tested, 0.49% active | recombinant F. hepatica cathepsin L1, Z-Leu-Arg-MCA fluorescence | AID 1906;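 active = inhibition above the mean of all tested compounds plus 3 SD, set per screening campaign, cut at about 17% in these data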;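 note: 0% = plate median of test compound wells and 100% = 1 µM Z-Phe-Ala-diazomethylketone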
PP1 counter: counter-screen for PP5 inhibitors: inhibitors of human PP1-alpha. P62136. purified PP1alpha, OMFP fluorescence. inhibition, % at 6.7 µM. 320,000 tested, 0.9% active;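 active = inhibition above the mean inhibition of all tested compounds plus 3 SD, computed separately for each screening campaign, cut at about 15% in these data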
HCV core dimer: HCV core protein dimerization inhibition | TR-FRET GST/Flag-core106 dimerization, 1536-well | inhibition, % at 5 µM | AID 1899 | 300,000 tested, 0.33% active;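 active = inhibition above the mean of all tested compounds plus 3 SD, set per screening campaign, cut at about 45% in these data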
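test system = GST/Flag-tagged HCV core106 proteins | probe or stimulus = Eu donor and XL665 acceptor anti-tag antibodies | times = compound-protein-antibody incubation 4 h at 22.5 °C | signal = TR-FRET, excitation 340 nm, emission 617 and 671 nm | measure = percent inhibition of core106 dimerization signal | controls = wells lacking GST-core106 and wells with excess unlabelled core106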
An asterisk follows results filed as active; ? = inconclusive; . = no result given.

| Structure | Efflux pump mplx | GASC-1 inh | TPT1 inh | PREPL inhibitor | CTSL1 counter | PP1 counter | HCV core dimer | LYPLA2 inh | PP5 inh |
| --- | --- | --- | --- | --- | --- | --- | --- | --- | --- |
| O=C(Nc1ccccc1)N(Cc1ccc2c(c1)OCO2)Cc1nc2ccccc2c(=O)[nH]1 | 0.0 | -4 | -8 | 28 | 12 | -4 | 3 | 0 | -7.1 |
| COc1ccc(C2CC3(CC(C)(C)NC(=O)N3)Oc3cc(O)ccc32)cc1 (stereo not given) | 0.0 | -1 | 1 | 2 | -1 | -4 | 0 | 1 | 6.7 |
| CC(C(=O)NCC1CCCCC1)N1CCN(S(=O)(=O)c2ccccc2F)CC1 (stereo not given) | -0.1 | -4 | 1 | 0 | 1 | 4 | 2 | 5 | -3.7 |
| Nc1nnc(SCc2nc3scc(-c4ccccc4)c3c(=O)[nH]2)s1 | 0.2 | -11 | 36* | -7 | -4 | 2 | 3 | -7 | 0.2 |
| Cc1nc(SCC(=O)NCc2ccccc2)c2c(=O)n(C)c(=O)n(C)c2n1 | 0.1 | -8 | -1 | 21 | 3 | -1 | 23 | 6 | -0.1 |
| CCN(CC)CCn1c(NCc2ccccn2)nc2ccccc21 | -0.1 | 10 | -6 | 4 | 0 | -1 | -2 | -2 | 1.9 |
| Cc1ccc(C(=O)OCC(=O)NCCNC(=O)COC(=O)c2ccc(C)s2)s1 | 0.0 | 0 | -4 | 0 | 4 | -5 | -2 | 3 | 0.8 |
| O=C(/C=C/c1ccc(Cl)cc1)Nc1ccc(N2CCOCC2)cc1 | -0.1 | 6 | 0 | 12 | 0 | 0 | -2 | 8 | -0.6 |
| NC(N)=Nc1nc2ccc([N+](=O)[O-])cc2[nH]1 | 0.1 | -2 | 0 | 12 | -3 | -1 | 2 | 1 | -1.0 |
| O=C1N/C(=N\N=C\c2cccs2)SC1Cc1ccc(Cl)cc1Cl (stereo not given) | -2.1 | 6 | 1 | 13 | -1 | 3 | 1 | 5 | 1.5 |
| CSc1cccc(NC(=O)C2CCCN(S(=O)(=O)c3ccc(F)cc3)C2)c1 (stereo not given) | 0.1 | -1 | 0 | -10 | -1 | -1 | 3 | -7 | 6.5 |
| CC1=C/C(=N\S(=O)(=O)c2ccccc2)C(C(C)C)=CC1=O | 0.0 | -16 | 0 | -6 | 0 | -2 | 39 | -7 | 3.1 |
| Cc1ccc(CN(C)CC(=O)Nc2ccccc2C(=O)NC2CC2)o1 | 0.8 | 0 | . | -5 | . | 2 | . | -3 | 1.0 |
| O=C(Nc1ccc(NS(=O)(=O)c2ccccc2)cc1)c1ccccc1 | 0.0 | 2 | 2 | -1 | -3 | 3 | -1 | -3 | 0.5 |
| CCOC(=O)C1CCN(C(=O)c2ccccc2N(C)S(=O)(=O)c2ccccc2)CC1 | -0.1 | -8 | -1 | 1 | -3 | -3 | -13 | 7 | -0.5 |
| O=C(O)CC(=O)Nc1ccccc1C(=O)O | 0.0 | 4 | 3 | 4 | 0 | -6 | 1 | -1 | -3.5 |
| O=C(O)c1ccccc1NC(=O)N1CCOCC1 | 1.0 | 3 | 1 | 11 | -3 | -5 | -6 | 1 | 2.5 |
| CCCn1c(Nc2ccc(Cl)cc2)nc2ccccc21 | 0.0 | 18 | -1 | 6 | 3 | 2 | -3 | 2 | 0.8 |
| CC1CC(C)CN(C(=O)c2ccncc2)C1 (stereo not given) | 0.0 | 146 | -2 | -1 | -1 | 1 | -3 | -7 | -1.9 |
| COc1ccc2nc(NC(=O)CCc3cc(OC)c(OC)c(OC)c3)sc2c1 | -0.1 | 2 | -1 | 6 | -1 | -1 | 0 | 5 | -1.7 |
| Cc1ccc(OCC(=O)Nc2ccc(N3CCN(C(=O)c4ccco4)CC3)cc2)cc1C | 0.1 | -1 | 1 | 52* | 6 | 8 | 1 | 9 | 2.0 |
| O=C(O)CSc1cc(NS(=O)(=O)c2ccc(Cl)cc2)c2ccccc2c1O | -0.1 | 13 | -6 | 8 | 0 | 4 | -12 | 28* | 1.9 |
| CN=CC1=C(O)c2ccccc2C1=O | -0.1 | 5 | -2 | 6 | 2 | -1 | -4 | -2 | -0.7 |
| CC(=O)c1c(C)[nH]c(C(=O)NNC(=O)COc2ccc(Cl)cc2C)c1C | -0.1 | 5 | 1 | 5 | -16 | -1 | 0 | -3 | -1.2 |
| C=CCNC(=O)/C(C#N)=C/c1c(N2CCN(c3ccc(OC)cc3)CC2)nc2c(C)cccn2c1=O | 0.0 | 4 | -1 | 57* | -2 | 8 | 17 | 8 | 1.1 |
| COc1cccc(NC(=O)COC(=O)C2CC3CCCC(C2)C3=O)c1 (stereo not given) | 0.0 | 7 | . | 3 | . | -2 | . | 2 | 0.2 |
| CC(Sc1nnc(COc2ccc(Cl)cc2)n1Cc1ccccc1)C(=O)O (stereo not given) | 0.0 | 1 | -4 | -2 | -1 | 0 | -2 | 4 | -2.1 |
| O=C(CSc1n[nH]c(=O)n1Cc1ccccc1)Nc1ccc(F)c(F)c1F | 0.2 | -8 | 4 | 1 | -1 | 0 | -4 | -3 | 4.1 |
| Cc1nn(CCOc2ccccc2Cl)c(C)c1[N+](=O)[O-] | -0.1 | 25 | 0 | -7 | 2 | -3 | 4 | 0 | 0.2 |
| CC(C)N(Cc1nc(-c2ccccc2)no1)C(=O)C(Cl)(Cl)Cl | 0.1 | -28 | -1 | -15 | 1 | 1 | 3 | 7 | 3.8 |
| COc1ccc(Br)cc1C1NC(=O)NC(C)=C1C(=O)N(C)C (stereo not given) | 0.0 | 5 | -7 | -3 | 0 | -3 | 0 | 1 | 0.8 |
| COC(=O)/C(=C/c1ccc2c(c1)c1ccccc1n2C)NC(=O)c1ccccc1 | 0.1 | 10 | -1 | 7 | 0 | 8 | 16 | -12 | 4.1 |
| CC#CCC(CC#CC)c1nc2ccccc2c(=O)n1N | 0.1 | 7 | -1 | -4 | -3 | -3 | -3 | 2 | 0.0 |
| COc1ccccc1/C=C/C(=O)Nc1cccnc1 | -0.1 | 5 | -3 | 12 | 10 | 2 | -12 | 1 | -0.7 |
| CC(OC(=O)CCCCCN=C1NS(=O)(=O)c2ccccc21)C(=O)Nc1cc(Cl)cc(Cl)c1 (stereo not given) | 0.0 | -20 | 4 | -29 | -7 | 2 | 1 | -56 | 3.7 |
| Cc1cc(OC(C)C(=O)NCc2cccnc2)c2c(C)c(C)c(=O)oc2c1 (stereo not given) | -0.1 | 11 | -5 | 3 | 0 | 4 | -13 | 5 | -0.1 |
| O=C(CCl)N(CCc1ccccc1)CCc1ccccc1 | 0.1 | -4 | -3 | -14 | 39* | 5 | 10 | -5 | -0.3 |
| O=C(CNC1CC1)Nc1cc(C(F)(F)F)ccc1Cl | 0.0 | 3 | -1 | 0 | -2 | -2 | 2 | -1 | 1.1 |
| CN(CCCCCC(=O)/C=N/O)Cc1ccccc1 | -0.1 | -6 | -4 | 15 | 1 | -1 | -7 | 7 | -2.1 |
| Cc1ccc(-c2nn(-c3ccccc3)cc2C=O)o1 | 0.0 | 27 | 1 | -6 | -4 | 4 | 2 | 2 | -0.2 |
| Cc1ccc(-c2nc3cc(Br)cnc3nc2-c2ccc(C)cc2)cc1 | 0.4 | 4 | 0 | 4 | 4 | -3 | 31 | -3 | 0.0 |
| CC(C)OC(=O)CSc1nnc(CNc2ccc(Cl)cc2)n1C | -0.1 | -10 | -7 | 5 | 0 | -2 | 34 | 4 | 1.5 |
| Cc1ccc(N(CC(=O)N2CCc3ccccc3C2)S(C)(=O)=O)cc1 | 0.1 | -20 | 1 | -55 | 2 | -1 | -5 | 5 | 1.1 |
| CC(C)(C)C(=O)NC1CC2CCCC(C1)N2C(=O)Nc1ccccc1 (stereo not given) | 0.1 | 3 | 0 | 5 | 3 | -2 | -4 | 2 | 0.9 |
| Cc1nc2c([nH]c3ccc(Br)cc32)s1 | 0.1 | -22 | -2 | 7 | -3 | 0 | 0 | 1 | -0.1 |
| O=C1C=C(Nc2ccc(O)cc2)C(=O)c2ccccc21 | -0.1 | 15 | -4 | 8 | 2 | 1 | -36 | 12 | 4.2 |
| O=C1CC(N(Cc2cccs2)C(=O)Nc2ccccc2)C(=O)N1c1ccc(Cl)cc1 (stereo not given) | 0.1 | -12 | -6 | 11 | 5 | 0 | 5 | -4 | 0.5 |
| O=C(CNC(=O)N1CC(=O)Nc2ccccc21)Nc1nccs1 | -0.1 | 10 | -1 | 1 | 0 | -2 | 2 | 0 | -0.6 |
| CC1CCCCC1NC(=O)CCCCn1c(=O)[nH]c2ccsc2c1=O (stereo not given) | 0.0 | -11 | 0 | 10 | 0 | -2 | 10 | -3 | 1.3 |
| CCC(=O)N1CCc2cc(S(=O)(=O)NCCC(=O)N3CCN(c4cccc(C)c4)C(C)C3)ccc21 (stereo not given) | -0.2 | 0 | 3 | 11 | 0 | 2 | 1 | 3 | -2.6 |
| CC(C)CN(C(=O)CSc1nnnn1-c1ccccc1)c1c(N)n(CC(C)C)c(=O)[nH]c1=O | 0.1 | -8 | -12 | 1 | -2 | 0 | -6 | 1 | 2.5 |
| Cc1[nH]c2ccc(C(=O)N3CCCC3)cc2c1C | 0.1 | 15 | 1 | -1 | -2 | -4 | -2 | 4 | -0.1 |
| COC(=O)CNC(=O)C1CCN(S(=O)(=O)c2cccc3nsnc23)CC1 | 0.1 | 3 | -2 | 2 | -6 | -4 | 1 | -4 | -2.1 |
| CC(C)(C)c1ccc(SCCc2cccnc2)cc1 | 0.3 | ? | 1 | 24 | -2 | 0 | 2 | -3 | 2.8 |
| Cc1ccc(NC(=O)Cc2nnc(SCC(=O)Nc3nncs3)n2C)c(C)c1 | -0.2 | -4 | -3 | 1 | 2 | 3 | -4 | 0 | -1.0 |
| CCOc1ccc(NC(=O)N(CCC(C)C)C2CCN(C(C)=O)CC2)cc1 | 0.1 | -1 | 3 | -3 | -1 | -2 | 2 | 0 | 1.5 |

Next compounds follow.
| Structure | Efflux pump mplx | GASC-1 inh | TPT1 inh | PREPL inhibitor | CTSL1 counter | PP1 counter | HCV core dimer | LYPLA2 inh | PP5 inh |
| --- | --- | --- | --- | --- | --- | --- | --- | --- | --- |
| CCOc1ccc(C(=O)Nc2ccc(NC(=O)c3ccco3)c(Cl)c2)cc1Br | -0.4 | -31 | -1 | 0 | 0 | 5 | 9 | -29 | -1.1 |
| c1ccc(-c2csc(N3CCN(c4ccccn4)CC3)n2)cc1 | 0.4 | -11 | -3 | 8 | -7 | -10 | -1 | -3 | 5.3 |
| COc1cc2ccc3c(CCN(C)C)cc(OC)c(OC)c3c2cc1OC | 0.1 | -18 | 0 | 9 | -3 | -3 | 2 | -2 | 3.9 |
| COc1cc(C(=O)Nc2ccc(NC(=O)c3ccccc3Cl)nc2)cc(OC)c1OC | 0.3 | -20 | -2 | 6 | 0 | 1 | -3 | 2 | 2.1 |
| Cc1nc2ccc(NC(=O)Cc3cccs3)cc2s1 | 0.1 | 0 | -3 | 2 | -5 | 3 | 10 | -4 | 3.2 |
| CCCOc1ccc(/C=C2/C(=O)ON=C2C)cc1Cl | 0.1 | -5 | -3 | 3 | -2 | 4 | 1 | 0 | 2.8 |
| COc1ccccc1NS(=O)(=O)c1cc(NC(=O)c2cccs2)ccc1N1CCCC1 | 0.0 | 5 | -2 | 4 | -2 | 2 | 16 | -7 | 6.7 |
| COc1ccc(-c2cc(-c3ccc(Cl)cc3)n[nH]2)c(O)c1 | 0.0 | 0 | -2 | -29 | 1 | 4 | 2 | -1 | 5.5 |

An excerpt; the hit share may differ from the screen's.
